PDI turbidity – inhibitors of human PDI, primary screen, biochemical, turbidity, single point, plate reader | Protein disulfide-isomerase (Homo sapiens), P07237 | PDI insulin aggregation turbidity, A650, 90 min | inhibition, % at 10 µM | 0.052% of 350,000 active;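 active means mean inhibition across replicates of 30% or more, whatever share of single replicates reach that level; inconclusive means mean inhibition below 30% while every single replicate reaches 30%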;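 further: absorbance from insulin aggregation driven by PDI reduction with DTT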
H9c2 protect – cardioprotection against H2O2-induced cell death, primary screen, uHTS, H9c2 cells, ATPLite luminescence | H9c2 cardiomyocytes, H2O2 injury protection, 2 h | protection from H2O2 cell death, % at 20 µM | 0.63% of 360,000 active | AID 588492, 2011;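 active means compounds giving at least 50% protection of heart cells from peroxide-induced death in the single-dose screen, raw or plate-pattern-corrected value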;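 further: 0% = DMSO wells with peroxide and 100% = DMSO wells without peroxide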
Vif inh – HIV Vif self-association inhibitors, primary screen, imaging, HEK293T, single point. HEK293T cells, Vif self-association by quenched fluorescence, 24 h. inhibition, % at 7.49 µM. 0.35% of 340,000 active. AID 602346, 2012; in the data active means inhibition above about 50%, passing the limit was not always enough; inconclusive means no clear call, values can overlap the other calls; inactive means below about 31%; further: some results filed as inactive read as strong as hits
Granule exo inh – LAMP-1 surface exposure blockers, TALL-104 cells – cell-based, flow cytometry, MLPCN library, primary screen; TALL-104 LAMP-1 surface exposure; cells stimulated with thapsigargin and PMA; inhibition, % at 10 µM; 0.66% of 360,000 active;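 active means inhibition above about 55%, limit read from the data; inconclusive means no clear call, values can overlap the other calls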
aDG glyco act – activators of alpha-DG glycosylation, primary screen, uHTS, Pro5-aDG cells, AlphaScreen. alpha-DG glycosylation AlphaScreen (IIH6); 0% Pro5, 100% B10-LARGE cell signal. 0.22% of 360,000 active. activation, % at 10 µM;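 active means activation of at least 8% versus controls, or a plate z-score of at least 8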;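 further: Pro5 are CHO cells carrying HIG-tagged alpha-DG that lacks glycosylation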
ABCB6 inh 2 – ABCB6 transporter inhibitors, primary screen, K562-ABCB6 cells, flow cytometry, MLPCN library; 0.19% of 360,000 active; fluorescence ratio to DMSO, % at 10 µM; K562-ABCB6 porphyrin accumulation, 1 h; stronger effect = lower value; AID 602162, 2011; ATP-binding cassette sub-family B member 6 (Homo sapiens), Q9NP58;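 active means fluorescence ratio to DMSO below 75%, the collection mean minus 3 SD; inconclusive means too few cells collected in the well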;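 further: signal is porphyrin accumulated inside mitochondria; 100% equals median channel fluorescence of DMSO control wells; lower ratio means ABCB6 inhibition with less porphyrin fluorescence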
Target sequence (Q9NP58 whole entry, looked up): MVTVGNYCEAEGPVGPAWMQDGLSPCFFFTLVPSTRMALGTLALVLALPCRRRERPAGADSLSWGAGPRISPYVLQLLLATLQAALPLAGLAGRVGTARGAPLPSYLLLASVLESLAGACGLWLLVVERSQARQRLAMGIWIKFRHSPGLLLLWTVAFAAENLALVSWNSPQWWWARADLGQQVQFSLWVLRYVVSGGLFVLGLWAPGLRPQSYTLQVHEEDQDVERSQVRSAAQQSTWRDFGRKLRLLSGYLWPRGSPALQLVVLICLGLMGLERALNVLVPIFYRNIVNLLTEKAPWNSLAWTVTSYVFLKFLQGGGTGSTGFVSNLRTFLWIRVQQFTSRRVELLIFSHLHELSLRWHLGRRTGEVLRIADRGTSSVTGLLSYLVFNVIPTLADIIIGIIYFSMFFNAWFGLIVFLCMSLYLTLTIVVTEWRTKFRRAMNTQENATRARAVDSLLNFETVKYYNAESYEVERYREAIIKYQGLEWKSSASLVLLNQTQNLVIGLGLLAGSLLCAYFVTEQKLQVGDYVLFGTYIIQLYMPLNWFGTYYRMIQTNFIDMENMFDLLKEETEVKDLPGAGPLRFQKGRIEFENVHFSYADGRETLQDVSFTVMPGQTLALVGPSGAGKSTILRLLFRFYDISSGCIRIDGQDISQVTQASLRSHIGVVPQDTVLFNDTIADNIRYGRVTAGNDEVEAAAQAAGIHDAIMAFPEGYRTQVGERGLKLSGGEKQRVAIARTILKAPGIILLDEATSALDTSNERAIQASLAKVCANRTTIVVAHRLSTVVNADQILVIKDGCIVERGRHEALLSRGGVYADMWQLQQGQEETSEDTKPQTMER
HTR2A ag – mouse Htr2a agonists via beta-arrestin recruitment, primary screen, cell-based, luminescence | 5-hydroxytryptamine receptor 2A (Mus musculus), P35363 | CHO-K1 mHTR2A beta-arrestin complementation; percent of 30 µM serotonin response | activation, % at 7.6 µM | 0.66% of 360,000 active | AID 624169, 2012;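 active means activation above a run cutoff, the mean activation of all tested compounds plus 3 SD, cut at about 14% in these data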;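 further: 0% = plate median of compound wells and 100% = 30 µM serotonin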
iPSC survival up – enhancers of single-cell hiPSC survival, primary screen, ATPlite luminescence; 100% = ROCK inhibitor wells, 0% = DMSO; survival enhancement, % at 20 µM; 0.044% of 360,000 active; AID 602274, 2012; in the data active means survival enhancement above about 18%;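 further: cells exposed to compounds for 16 hours before the ATP read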
CaV13 ICDI inh – Primary screen for inhibitors of IQ motif and Ca2+-dependent inactivation inhibitor domain binding in CACNA1D, Förster resonance energy transfer in living cells, … | AID 743397 | 0.098% of 340,000 active | HEK cells, CFP/YFP FRET ICDI-IQ, plate reader, 10 min; percent FRET-ratio fall versus neutral wells | inhibition, % at 12.3 µM;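 active means mean replicate inhibition of at least 30% and at least 1% of replicates passing that level; inconclusive means only one of the two criteria is met; inactive means neither criterion is met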;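 further: 0% = median of the neutral control wells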
N-glyco inh – increase of ERlucT glycosylation luciferase signal, primary screen, N-linked glycosylation inhibitor project, D54 ERlucT cells, luminescence, set 2; D54 ERlucT glycosylation luciferase reporter, 24 h; percent of 100 nM tunicamycin response; reporter increase, % at 12.5 µM; 0.23% of 360,000 active; AID 588692, 2011;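 active means mean luciferase reporter signal, scaled so untreated is 0 and the glycosylation-blocking control 100, at or above a set limit in every replicate; inconclusive means mean reaches the limit but not every replicate does; inactive means mean below the limit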;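 further: luciferase carries N-glycosylation sites so blocking glycosylation raises the light; 0% = median of neutral control wells and 100% = median of 100 nM tunicamycin wells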
Active calls of the source: *; ? = inconclusive; · = not tested or not shown.

structure | PDI turbidity | H9c2 protect | Vif inh | Granule exo inh | aDG glyco act | ABCB6 inh 2 | HTR2A ag | iPSC survival up | CaV13 ICDI inh | N-glyco inh
Cc1ccc(OCC(=O)N2CCc3ccccc3C2)c(Br)c1 | 0 | -4 | -6 | ? | 0.3 | 99 | 5 | -0.5 | -15 | -1
CCC1Oc2ccc(C)cc2N(CC(=O)N(Cc2ccncc2)Cc2ccco2)C1=O (stereo not given) | -5 | 8 | -1 | 0 | 0.2 | 96 | -2 | -0.6 | -4 | -1
O=C(CN1C(=O)CSC1=O)c1ccccc1 | -5 | 2 | -9 | 3 | -0.1 | 100 | -2 | -2.4 | -5 | -2
CC(=O)NC1C(=O)N(CCc2ccccc2)c2ccc(Br)cc21 (stereo not given) | -10 | -3 | 3 | -1 | 0.1 | 95 | 1 | -1.3 | -6 | -2
O=C(CCCn1c(=O)[nH]c2ccsc2c1=O)NC1CCCCC1 | -2 | -2 | -3 | -3 | 0.0 | 104 | 9 | 1.8 | -4 | 0
Cc1cc2c3c([nH]c2cc1S(=O)(=O)N1CCC2(CC1)OCCO2)CCCC3=O | -1 | -9 | -8 | 3 | 0.8 | 94 | -1 | 0.7 | -4 | -2
CCOC(=O)C1CCCN(S(=O)(=O)c2ccc(Cl)nc2)C1 (stereo not given) | -2 | 1 | -4 | 6 | 0.0 | 97 | -1 | -0.5 | -5 | -3
CC(O)[C@H]1CNC(=O)C(=O)N1CCc1cc(C(F)(F)F)cc(C(F)(F)F)c1 (stereo not given in full) | -3 | 6 | -23 | 0 | 0.3 | 98 | 2 | -1.8 | -5 | 0
CCCNC(=O)c1ccccc1NC(=O)c1ccccc1N(C)S(=O)(=O)c1ccc(C)cc1 | 8 | 8 | -11 | -3 | -0.2 | 111 | 14 | 0.9 | -4 | 0
Cc1ccc(S(=O)(=O)N(CC(=O)c2ccc(Cl)cc2)C(=O)N2CCN(C)CC2)cc1 | 0 | 0 | -2 | 15 | 0.0 | 100 | -2 | -0.5 | -2 | 1
CN1C=CC(=C[N+](=O)[O-])N(C)C1=O | · | 0 | 2 | 12 | -0.2 | 100 | 1 | -1.3 | -11 | 0
N#CC1(c2cccc(Br)c2)C(=O)Nc2ccccc21 (stereo not given) | 6 | -2 | 9 | 2 | 0.0 | 94 | 4 | 2.1 | -6 | 0
CC1CC(CN)CC(CO)C1 (stereo not given) | -5 | 10 | -5 | 10 | -0.2 | 96 | 3 | 0.1 | -2 | 1
O=C1CCN(Cc2ccccc2)C=C1C(=O)c1ccccc1 | -2 | 3 | -6 | -3 | -0.1 | 95 | -4 | -1.2 | -3 | -2
COc1ccc2nc(NC(=O)Cc3ccc(OC)c(S(=O)(=O)N4CCOCC4)c3)sc2c1 | 9 | 2 | 1 | -2 | 0.0 | 99 | -3 | -2.1 | · | 1
CCC1(CC)Cc2ccccc2-c2nc(NCCCO)[nH]c(=O)c21 | 9 | 4 | -8 | -2 | 0.1 | 102 | 4 | -1.1 | -17 | 5
COCCOC1CCN(C(=O)C2CCC(=O)N(CCc3ccc(OC)cc3)C2)CC1 (stereo not given) | -9 | 2 | 1 | 1 | -0.2 | 98 | -5 | 0.1 | -2 | 1
O=C(CN1C(=O)c2ccccc2S1(=O)=O)Nc1cc(S(=O)(=O)N2CCCCC2)ccc1Cl | 8 | -5 | -1 | 4 | 0.0 | 100 | 0 | -0.4 | -4 | 1
CC(=O)OC1CCC2(C)C(=CCC3C2CCC2(C)C3CC3ON=C(C)C32)C1 (stereo not given) | 4 | 11 | -4 | 8 | 0.1 | 98 | 2 | -0.7 | -5 | 0
Cc1cccc(Oc2cnn(C(C)(C)C)c(=O)c2Cl)c1 | -3 | -10 | -17 | 0 | 1.2 | 94 | 4 | 0.2 | -5 | -5
Cn1cc(S(=O)(=O)Nc2ccc(Cl)cc2Cl)c(=O)n(C)c1=O | · | 6 | · | -1 | -0.2 | 410 | 7 | 3.6 | -3 | 2
COc1ccc(CNC(=O)C2Cc3cc(S(=O)(=O)N4CCCC4)ccc3N2C(C)=O)c(OC)c1 (stereo not given) | 3 | 2 | -5 | -6 | 0.0 | 97 | 1 | 2.2 | -2 | -1
COc1ccc(CN(CC(=O)NCc2ccc3c(c2)OCO3)C(=O)c2csnn2)cc1 | -6 | 4 | 18 | -3 | 0.0 | 97 | 5 | 1.0 | -3 | -2
Nc1cc(-c2ccccc2)nn1S(=O)(=O)c1ccc(F)cc1 | 5 | -35 | -26 | -4 | 0.3 | 103 | 4 | 2.9 | -6 | -6
CCOc1nc(-c2ccccc2)ncc1Oc1ccccc1 | 8 | -5 | -5 | -9 | 0.1 | 105 | -5 | -0.6 | -1 | -1
Cn1c(NCc2ccccc2)nc2c1c(=O)n(Cc1ccc(Br)cc1)c(=O)n2C | 2 | 29 | -7 | 2 | 0.3 | · | -5 | 6.8 | · | -9
COc1ccc2ccccc2c1/C=N/Nc1cccc(C(=O)O)c1 | -13 | 4 | 20 | 1 | 0.1 | 95 | 0 | -0.3 | -5 | -1
CC(Nc1nc2ccccc2n2cnnc12)c1ccccc1 (stereo not given) | -3 | -3 | 27 | 4 | 0.3 | 95 | 0 | -0.6 | -5 | -2
O=c1[nH]c2ccccc2nc1-c1ccc(Cl)cc1 | 5 | 3 | -6 | -33 | -0.3 | 101 | 0 | -0.3 | -4 | -1
CCOC(=O)C1(Cc2cccc(OC)c2)CCCN(C(=O)CCc2cccnc2)C1 (stereo not given) | 16 | 5 | -7 | -1 | 0.4 | 97 | 1 | -0.3 | 1 | 1
N#CCCN/N=C(\Cc1nc2ccccc2[nH]1)c1ccccc1 | 3 | 13 | 1 | 2 | -0.4 | 61* | 8 | -1.8 | -7 | 2
COc1ccc([C@@H]2CC=C(C(=O)O)[C@H](c3ccc(C)cc3)N2S(=O)(=O)c2ccccc2C)cc1 | 6 | 15 | -5 | 6 | 0.3 | 100 | 8 | -0.3 | -4 | -2
Cc1cc(NC(=O)CSCC(=O)Nc2cc(C(F)(F)F)ccc2N2CCCC2)no1 | -7 | -2 | 1 | 5 | 0.3 | 95 | -6 | 2.1 | -6 | 1
C=CCN1C(=O)c2ccc(C(=O)N3CCC(C(N)=O)CC3)cc2C1=O | 1 | 5 | -2 | -6 | -0.4 | 103 | 4 | 0.1 | · | 0
Cc1ccc(C2NC(=O)c3ccccc3N2)c(C)c1 (stereo not given) | -1 | -2 | 16 | 4 | 0.2 | 105 | -3 | -2.3 | -6 | 14
CSCC[C@H](NC(=O)NCc1ccc(F)cc1)C(=O)O | 0 | 1 | -34 | -2 | -0.3 | 103 | -3 | -2.9 | -5 | 1
CC(=Nc1ccccc1C(F)(F)F)c1ccncc1 | 0 | 1 | -8 | 9 | -0.1 | 96 | 9 | 0.2 | -4 | -2
CCn1nnc2sc3c(c2c1=O)CCC(C)C3 (stereo not given) | 2 | -1 | 0 | -1 | 0.0 | 88 | 2 | -1.0 | 0 | -2
O=C(Nc1cccc(-c2ccc(N3CCOCC3)nn2)c1)c1ccc(F)cc1F | 6 | -9 | 2 | -2 | -0.4 | 97 | 0 | -0.4 | -3 | -7
CCOc1ccc(C(=O)NCc2ccc3c(c2)OCO3)cc1OCC | -8 | 0 | 4 | -3 | 0.0 | 106 | -2 | -0.5 | -5 | 0
COc1cc(C2N(c3ccccn3)C(=O)C3CCCN32)cc(OC)c1OC (stereo not given) | 9 | 4 | -5 | -1 | -0.2 | 97 | 3 | -4.5 | -3 | 0
CCc1cc(C(=O)OC)c(NC(=O)CN2CCN(C(=O)c3ccco3)CC2)s1 | 0 | 3 | 5 | 3 | 0.3 | 98 | 4 | 0.3 | -7 | -2
OC(c1ccccc1)(c1nc(-c2ccccc2)cs1)C(F)(F)F (stereo not given) | 5 | -21 | -2 | -8 | -0.3 | 96 | -7 | 1.6 | -5 | 1
CC1=C(/C=C/C(=O)O)C(C)(C)CCC1 | 1 | 1 | 2 | -5 | -0.2 | 99 | 3 | 1.7 | -4 | 0
COCOc1cccc(CN2CCC(C)(Oc3cccc(OC)c3)C2)c1 (stereo not given) | -8 | -3 | 0 | -5 | 0.3 | 93 | -5 | 1.1 | -5 | -2
COC(=O)c1cc(C)nc(Sc2ccccc2NC(C)=O)n1 | 6 | 4 | -5 | -4 | -0.1 | 98 | -3 | -0.5 | -21 | 0
COc1ccc([C@H]2Cc3cc(O)cc(O)c3C(=O)O2)cc1O | 4 | 6 | 4 | -1 | 0.4 | 99 | 3 | -4.6 | -9 | -6
CCOC(=O)CN1C(=O)/C(=C/c2ccccc2Br)Oc2ccccc21 | 15 | -10 | -8 | -32 | -0.1 | 98 | 1 | 0.0 | -19 | -2
O=C(/C=C/c1ccc(Cl)c(C(F)(F)F)c1)N1CCN(c2ccccn2)CC1 | -17 | 2 | ? | 2 | 0.0 | 96 | 7 | 0.0 | -7 | 1
COc1cc(/C(C)=N\NC(N)=S)cc(OC)c1OC | 4 | 1 | -1 | 0 | 2.0 | 97 | 5 | -2.1 | -5 | 7

(further entries)
structure | PDI turbidity | H9c2 protect | Vif inh | Granule exo inh | aDG glyco act | ABCB6 inh 2 | HTR2A ag | iPSC survival up | CaV13 ICDI inh | N-glyco inh
O=C(CC(=O)c1ccccc1)Nc1ccccc1C(F)(F)F | -3 | -8 | 6 | -3 | 0.1 | 92 | -1 | -0.7 | -13 | -1
CCOc1ccc(S(=O)(=O)Nc2ccc(C(=O)NCC(C)(C)N3CCOCC3)cc2)cc1 | -1 | -4 | -6 | 4 | -0.1 | 97 | -5 | -0.4 | -5 | 0
Cc1nc(Oc2ccccc2)c2ccsc2n1 | -2 | -4 | -3 | -1 | 0.2 | 96 | 0 | 0.1 | -6 | -2
CCN(C(=O)COC(=O)c1ccc(F)c(S(=O)(=O)N2CCOCC2)c1)C1CCS(=O)(=O)C1 (stereo not given) | -2 | -1 | 3 | -2 | -0.2 | 89 | 0 | -0.4 | -9 | -2
O=C(Cc1cccs1)Nc1ccc(S(=O)(=O)N2CCCC2)cc1 | -6 | -5 | 4 | -4 | -0.1 | 95 | -8 | -1.0 | -6 | -2
O=C(Cc1ccccc1)Nn1c(-c2ccccc2F)nc2ccccc2c1=O | -14 | 4 | -1 | 0 | 0.1 | 103 | 3 | 2.8 | -5 | -2
C=CCn1c(SCC(=O)N2CC(C)OC(C)C2)nnc1-c1ccncc1 (stereo not given) | 4 | 0 | -5 | -7 | 0.1 | 104 | 1 | -0.2 | -4 | 0
